APOBEC3G inh: blocks human APOBEC3G single-stranded DNA deamination. 0.28% of 330,000 active. recombinant A3G, ssDNA deamination FAM/TAMRA fluorescence. Q9HC16. inhibition, % at 20 µM;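 active means inhibition of at least 40% at 20 µM, with no more than 30% in the related APOBEC3A deaminase screen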;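 further: plate controls were DMSO wells with A3G for no effect and wells lacking A3G enzyme for full effect; some compounds called inactive have numbers as strong as hits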
SENP8 block-1: SENP8 (human) protease inhibition; Q96LD8; 0.64% of 360,000 active; AID 602440; inhibition, % at 20 µM; recombinant SENP8, Nedd8 substrate fluorescence; in the data active means inhibition mostly above about 40%, no sharp cut-off; inactive means mostly below about 27%
Apaf-1 inh: human Apaf-1 inhibition. AID 489030. inhibition, % at 20 µM. reconstituted apoptosome caspase-3 activity, DEVD-Rh110 fluorescence. 0.71% of 330,000 active. O14727; active means inhibition of at least 40% at 20 µM;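 further: plate controls were DMSO wells for no effect and DEVD-CHO caspase inhibitor wells for full effect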
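Medium: Hepes buffer, pH 7.5 / System: biochemical Apaf-1 apoptosome reconstitution / Measured by: Rh110 fluorescence, excitation 480 nm, emission 540 nm / Times: compound with Apaf-1, dATP, procaspase-3 30 min, then 50 min reaction, room temperature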
SENP1 FRET inh: SENP1 (human) catalytic domain inhibition; Q9P0U3; recombinant SENP1 catalytic domain, CyPet-SUMO1-YPet FRET cleavage; AID 624204; 0.21% of 360,000 active; inhibition, % at 10 µM;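 active means inhibition at least 30% at 10 µM, raw YFP signal under a set limit, fluorescence ratio 0.5 to 1.5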;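 further: 0% = enzyme with DMSO and 100% = no enzyme wells; some results filed as inactive read as strong as hits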
Target sequence (Q9P0U3 419-644 limits assumed): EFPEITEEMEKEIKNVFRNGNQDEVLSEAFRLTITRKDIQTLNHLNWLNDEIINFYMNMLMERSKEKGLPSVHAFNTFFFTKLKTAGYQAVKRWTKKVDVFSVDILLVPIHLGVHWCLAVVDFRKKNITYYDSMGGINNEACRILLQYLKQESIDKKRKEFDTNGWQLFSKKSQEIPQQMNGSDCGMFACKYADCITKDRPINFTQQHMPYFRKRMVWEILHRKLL
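Test system: human SENP1 catalytic domain; medium: Tris pH 8 buffer plus EDTA, NaCl, BME, BSA, NP40, catalase; incubation: 50 min reaction at room temperature; technique: FRET, CFP and YFP emission; controls: no-enzyme low control and enzyme-plus-DMSO high control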
SENP8 block-2: blocks the human protease SENP8; purified SENP8, Z-RLRGG-aminoluciferin cleavage, luminescence; Q96LD8; 1.2% of 330,000 active; inhibition, % at 10 µM; AID 2540; in the data active means inhibition above about 50%
SENP6 inh: SENP6 protease inhibition. Q9GZR1. Recombinant SENP6 catalytic domain, aminoluciferin luminescence. inhibition, % at 10 µM. 1.8% of 330,000 active;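 active means inhibition above about 50% at the single tested dose, limit read from the data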;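 further: plate controls were DMSO wells with enzyme for no effect and DMSO wells lacking enzyme for full effect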
Target sequence (Q9GZR1 628-1112 limits assumed): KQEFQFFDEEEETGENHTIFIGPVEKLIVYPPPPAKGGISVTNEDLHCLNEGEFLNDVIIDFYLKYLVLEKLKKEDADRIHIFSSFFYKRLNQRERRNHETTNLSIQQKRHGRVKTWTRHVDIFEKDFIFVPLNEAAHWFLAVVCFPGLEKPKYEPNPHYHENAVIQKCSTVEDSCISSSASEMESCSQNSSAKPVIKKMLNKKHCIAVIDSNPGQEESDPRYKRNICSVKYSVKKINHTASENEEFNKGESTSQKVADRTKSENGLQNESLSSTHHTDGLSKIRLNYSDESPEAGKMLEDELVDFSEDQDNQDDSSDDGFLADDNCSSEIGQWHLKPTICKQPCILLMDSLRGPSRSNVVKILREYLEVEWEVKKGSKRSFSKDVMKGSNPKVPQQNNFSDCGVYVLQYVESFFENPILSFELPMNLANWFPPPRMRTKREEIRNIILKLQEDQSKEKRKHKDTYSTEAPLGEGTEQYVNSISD
SENP7 inh: SENP7 protease inhibition. AID 434973. recombinant SENP7, Z-RLRGG-aminoluciferin luminescence, 40 min. 1.5% of 330,000 active. Q9BQF6. inhibition, % at 5 µM;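 active means inhibition above about 50% at the single test dose, limit read from the data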;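 further: plate controls were DMSO with enzyme for no effect and no enzyme buffer wells for full effect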
UBC13 polyUb: inhibitors of human UBC13 polyubiquitin chain formation. TR-FRET. P61088. 0.47% of 330,000 active. inhibition, % at 20 µM; in the data active means inhibition above about 45%, passing the limit was not always enough
Target sequence (P61088 whole entry, looked up): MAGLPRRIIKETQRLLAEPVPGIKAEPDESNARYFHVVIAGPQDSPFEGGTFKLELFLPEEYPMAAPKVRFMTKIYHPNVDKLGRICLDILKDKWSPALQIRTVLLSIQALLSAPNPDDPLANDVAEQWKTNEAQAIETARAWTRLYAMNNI
* hit, by the source's call.

Preview:
cpd	smiles	APOBEC3G inh	SENP8 block-1	Apaf-1 inh	SENP1 FRET inh
1	Cc1ccc(-c2ccc(OCC(=O)N3CCOCC3)cc2)cc1	-5	22	13	3
2	O=C(Nc1ccc(S(=O)(=O)Nc2nccs2)cc1)c1cccc(F)c1	-4	6	2	2
3	CC(=O)OCC1OC(OC(C)=O)C(NC(=O)Cc2ccccc2)C(OC(C)=O)C1OC(C)=O (stereo unspecified)	-8	5	-4	2
4	Cc1cc(=O)n2nc(N3CCCC3C(=O)NCCCN3CC(C)CC(C)C3)sc2n1 (stereo unspecified)	-3	22	-6	2
5	c1cnc2nc(CSc3ncn[nH]3)cn2c1	-5	-392	-3	2
6	COC(=O)c1ccc(OCCCCN2CC(C)OC(C)C2)cc1 (stereo unspecified)	0	6	-3	-1

cpd	SENP8 block-2	SENP6 inh	SENP7 inh	UBC13 polyUb
1	-9	-18	-10	-8
2	0	-8	-3	-1
3	-1	0	3	6
4	-4	-8	-7	0
5	1	-27	-2	9
6	-9	-1	-5	-13

Main list, previewed entries included:
cpd	smiles	APOBEC3G inh	SENP8 block-1	Apaf-1 inh	SENP1 FRET inh
1	Cc1ccc(-c2ccc(OCC(=O)N3CCOCC3)cc2)cc1	-5	22	13	3
2	O=C(Nc1ccc(S(=O)(=O)Nc2nccs2)cc1)c1cccc(F)c1	-4	6	2	2
3	CC(=O)OCC1OC(OC(C)=O)C(NC(=O)Cc2ccccc2)C(OC(C)=O)C1OC(C)=O (stereo unspecified)	-8	5	-4	2
4	Cc1cc(=O)n2nc(N3CCCC3C(=O)NCCCN3CC(C)CC(C)C3)sc2n1 (stereo unspecified)	-3	22	-6	2
5	c1cnc2nc(CSc3ncn[nH]3)cn2c1	-5	-392	-3	2
6	COC(=O)c1ccc(OCCCCN2CC(C)OC(C)C2)cc1 (stereo unspecified)	0	6	-3	-1
7	COc1ccc(/C=N/NC(=O)c2ccn[nH]2)cc1COc1ccc(Cl)cc1Cl	-4	13	18	2
8	O=C(OCc1nc2ccsc2c(=O)[nH]1)c1cc(Br)c(Br)s1	6	11	2	1
9	Cc1ccc(C2/C(=C(\O)c3ccc4c(c3)OCCO4)C(=O)C(=O)N2CC2CCCO2)cc1 (stereo unspecified)	-5	-20	-4	-1
10	CCOC(=O)C1CCN(C(=O)CCc2nc3sc4c(c3c(=O)[nH]2)CCCC4)CC1	-5	-57	16	-60
11	O=C(CSc1nc(O)cc(=O)n1-c1ccccc1)NC1CCCCC1	-4	9	12	1
12	COCC(=O)n1nc(NCc2ccc(OC)cc2)nc1NCc1ccc(OC)cc1	-16	22	10	1
13	CC1CCCN(S(=O)(=O)c2ccc(NC(=O)CNC3CCCC3)cc2)C1 (stereo unspecified)	1	19	13	1
14	COc1cccc(C(C)NC(=O)c2c(F)cccc2Cl)c1 (stereo unspecified)	-4	13	1	1
15	Cc1ccc(Nc2nc(Oc3ccc(OCc4ccccc4)nn3)nc(N3CCOCC3)n2)cc1	-4	16	15	0

cpd	SENP8 block-2	SENP6 inh	SENP7 inh	UBC13 polyUb
1	-9	-18	-10	-8
2	0	-8	-3	-1
3	-1	0	3	6
4	-4	-8	-7	0
5	1	-27	-2	9
6	-9	-1	-5	-13
7	-9	-16	-8	-2
8	-3	4	-9	-2
9	-2	10	-4	-10
10	-5	-12	-14	-5
11	4	-8	5	1
12	-3	-8	2	0
13	0	7	3	13
14	-6	-5	0	15
15	2	2	-4	11

Later entries:
cpd	smiles	APOBEC3G inh	SENP8 block-1	Apaf-1 inh	SENP1 FRET inh
16	CNC(=O)Nc1cc(C(C)(C)C)no1	1	14	-1	2
17	CCCC(C)NS(=O)(=O)c1ccc(OC)c(C)c1 (stereo unspecified)	-12	18	-3	2
18	O=C(Cn1nc(Cl)nc1Cl)Nc1ccccc1	-1	13	13	1
19	O=C(NCCCCc1ccccc1)C1CC(c2ccc(C(F)(F)F)cc2)=NO1 (stereo unspecified)	-4	13	11	1
20	Cc1ccc(-n2c(C)c(C)c3c(NCCN(C)C)ncnc32)cc1	-3	10	0	0
21	Cc1ccc(NC2=C(Cl)C(=O)OC2OC(=O)c2ccccc2C)cc1 (stereo unspecified)	-4	11	29	1
22	OCCNc1nc(N2CCN(c3ccccc3)CC2)nc2ccccc12	-8	-98	-5	1
23	CCc1cc(C(=O)OC)c(NC(=O)CN2CCN(C(=O)c3ccco3)CC2)s1	1	-3	20	-5
24	COc1cc(C2N(c3ccccn3)C(=O)C3CCCN32)cc(OC)c1OC (stereo unspecified)	0	10	-2	2
25	CCOc1ccc(C(=O)NCc2ccc3c(c2)OCO3)cc1OCC	-3	-2	10	2
26	O=C(Nc1cccc(-c2ccc(N3CCOCC3)nn2)c1)c1ccc(F)cc1F	3	-15	7	2
27	CC(=Nc1ccccc1C(F)(F)F)c1ccncc1	-8	18	5	1
28	CCn1nnc2sc3c(c2c1=O)CCC(C)C3 (stereo unspecified)	2	-97	2	-3
29	CSCC[C@H](NC(=O)NCc1ccc(F)cc1)C(=O)O	-2	12	-11	1
30	Cc1cc(NC(=O)CSCC(=O)Nc2cc(C(F)(F)F)ccc2N2CCCC2)no1	-5	4	6	1

cpd	SENP8 block-2	SENP6 inh	SENP7 inh	UBC13 polyUb
16	-6	0	11	0
17	-1	-3	5	1
18	-7	-5	-1	2
19	5	-5	4	2
20	-2	4	5	6
21	6	-17	5	54*
22	3	7	-3	9
23	-10	-3	-6	-13
24	-1	-5	-4	2
25	1	-6	2	-10
26	1	25	34	-5
27	-5	-47	-10	2
28	-9	-8	8	2
29	1	18	8	6
30	-5	-6	6	-2

(more compounds)
cpd	smiles	APOBEC3G inh	SENP8 block-1	Apaf-1 inh	SENP1 FRET inh
31	COc1ccc([C@@H]2CC=C(C(=O)O)[C@H](c3ccc(C)cc3)N2S(=O)(=O)c2ccccc2C)cc1	-5	-1	-1	0
32	C=CCN1C(=O)c2ccc(C(=O)N3CCC(C(N)=O)CC3)cc2C1=O	-4	6	-1	1
33	COc1cc(/C(C)=N\NC(N)=S)cc(OC)c1OC	-6	6	-5	1
34	O=C(/C=C/c1ccc(Cl)c(C(F)(F)F)c1)N1CCN(c2ccccn2)CC1	-9	5	10	-1
35	CCOC(=O)CN1C(=O)/C(=C/c2ccccc2Br)Oc2ccccc21	-3	-267	3	-1
36	COc1ccc([C@H]2Cc3cc(O)cc(O)c3C(=O)O2)cc1O	-5	-121	13	-6
37	COC(=O)c1cc(C)nc(Sc2ccccc2NC(C)=O)n1	-4	6	-1	0
38	CC1=C(/C=C/C(=O)O)C(C)(C)CCC1	-4	13	0	1
39	O=C(N/N=C/c1ccc(O)c(O)c1)c1cccc(S(=O)(=O)N2CCCCC2)c1	-2	3	-8	-1
40	COc1cccc2cc(-c3n[nH]c(=S)n3C)oc12	54*	-432	10	0
41	Cc1ccc(C(c2nnnn2CC2CCCO2)N2CCN(C(=O)c3ccco3)CC2)cc1 (stereo unspecified)	-6	15	15	-4
42	Fc1ccc(NC(=S)Nc2ccc3nccnc3c2)cc1	-1	-65	9	1
43	COc1cccc(NC(=O)CSCc2cc(=O)n3ccsc3n2)c1	-3	-2	2	0
44	CCC(=O)Nc1ccc(-c2nnc(SCC(=O)N3CCCCC3)n2C)cc1	-2	12	-2	0
45	C=CCn1c(SCC(=O)N2CC(C)OC(C)C2)nnc1-c1ccncc1 (stereo unspecified)	-6	-14	10	-2

cpd	SENP8 block-2	SENP6 inh	SENP7 inh	UBC13 polyUb
31	13	-7	1	-9
32	9	26	4	-1
33	-3	6	9	10
34	-7	-5	0	10
35	-18	-10	-2	34
36	88*	95*	90*	5
37	5	-13	1	4
38	-2	-13	7	0
39	2	-14	-5	-6
40	5	-16	-5	5
41	-7	-7	-9	-6
42	-5	30	17	-16
43	5	-2	1	-5
44	2	-13	10	-1
45	-20	-14	-6	-18

Following part.
cpd	smiles	APOBEC3G inh	SENP8 block-1	Apaf-1 inh	SENP1 FRET inh
46	O=C(Cc1cccs1)Nc1ccc(S(=O)(=O)N2CCCC2)cc1	8	-3	4	-3
47	O=C(Cc1ccccc1)Nn1c(-c2ccccc2F)nc2ccccc2c1=O	-2	-2	-1	0
48	CCN(C(=O)COC(=O)c1ccc(F)c(S(=O)(=O)N2CCOCC2)c1)C1CCS(=O)(=O)C1 (stereo unspecified)	-6	7	1	0
49	Cc1nc(Oc2ccccc2)c2ccsc2n1	-3	15	2	-5
50	CCOc1ccc(S(=O)(=O)Nc2ccc(C(=O)NCC(C)(C)N3CCOCC3)cc2)cc1	-5	11	-2	1
51	O=C(CC(=O)c1ccccc1)Nc1ccccc1C(F)(F)F	-5	11	0	2
52	O=C(COC(=O)c1cccc(Br)c1)NCCc1ccc(F)cc1	-3	9	6	0
53	C=CCNC(=O)NC(=O)COC(=O)/C=C/c1cccc([N+](=O)[O-])c1	-7	15	-5	-1
54	Cc1cc(NC(=O)/C=C/c2ccc(Br)cc2)no1	-3	10	9	2
55	CCOC(=O)c1nnc(-c2cccs2)nc1Oc1ccc(Cl)cc1	-4	39	-5	1
56	O=C(CCCn1c(=O)[nH]c2ccsc2c1=O)NC1CCCCC1	-5	14	-1	0
57	O=C(CN1C(=O)CSC1=O)c1ccccc1	-1	-3	-1	4
58	CCC1Oc2ccc(C)cc2N(CC(=O)N(Cc2ccncc2)Cc2ccco2)C1=O (stereo unspecified)	2	-47	11	-2
59	COc1ccc2nc(NC(=O)Cc3ccc(OC)c(S(=O)(=O)N4CCOCC4)c3)sc2c1	-1	18	1	-4
60	CC1CC(CN)CC(CO)C1 (stereo unspecified)	-10	14	-18	-2
61	Cc1ccc(S(=O)(=O)N(CC(=O)c2ccc(Cl)cc2)C(=O)N2CCN(C)CC2)cc1	-12	16	6	3
62	O=C1NC[C@@H](c2ccccc2)OC(=O)[C@@H](Cc2ccc(F)cc2)CC/C=C/C[C@H]1CC(=O)N(CCO)Cc1ccccc1	4	12	27	4
63	CC(O)[C@H]1CNC(=O)C(=O)N1CCc1cc(C(F)(F)F)cc(C(F)(F)F)c1 (stereo partly specified)	13	20	8	1

cpd	SENP8 block-2	SENP6 inh	SENP7 inh	UBC13 polyUb
46	-9	-36	-2	-13
47	0	-8	4	13
48	2	7	0	-2
49	-8	-37	-1	-19
50	2	0	0	-8
51	-8	-3	1	1
52	-9	5	-6	-17
53	4	7	-2	11
54	-13	-8	-6	-6
55	0	12	0	8
56	-6	-23	-8	-3
57	-4	-10	5	1
58	3	5	6	0
59	-5	-12	10	0
60	-2	6	-4	9
61	-6	-8	-10	1
62	4	6	5	-3
63	1	-7	9	-1

Source: PubChem (Sanford-Burnham Center for Chemical Genomics)
